PfHsp90 yeast 2: growth inhibition of yeast expressing Plasmodium Hsp90. hit rate 0.32% among 310,000. S. cerevisiae expressing PfHsp90, BacTiter-Glo ATP, 48 h; yeast lacking PDR1 and PDR3 efflux regulators. inhibition, % at 9.4 µM. AID 504621;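 active means every replicate shows inhibition above about 80%, whatever the replicate mean, limit read from the data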;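 further: 0% = DMSO neutral controls and 100% = 20 µM radicicol positive controls; yeast relying on Plasmodium falciparum Hsp90 in place of its own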
PKA-R1A activ: PKA-R1A complex activation; P00514+P68181; hit rate 0.083% among 340,000; activation, % at 11.4 µM; PKA-R1A dissociation, Cy5-IP20 fluorescence polarization; scaled: DMSO 0%, 113 µM cGMP 100%; AID 504707;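 active means percent activation above the mean of all tested compounds plus 3 SD, cut at about 19% in these data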;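 further: higher means more PKAc released from R1A so a rise in polarization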
Ecoli viability: reduces bacterial viability in AddAB counter-screen | hit rate 0.27% among 330,000 | inhibition, % at 11.9 µM | E. coli V3065 growth, OD600 absorbance, 18 h;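 active means inhibition above the campaign's mean inhibition across all tested compounds plus 3 SD, cut at about 9.9% in these data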;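 further: uninfected addAB+ strain grown without phage in ampicillin broth; 0% = DMSO wells and 100% = ciprofloxacin 0.95 µg/ml wells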
OPRM1-OPRD1 inv: inverse agonists of human mu-delta opioid receptor heterodimerization; P35372+P41143; cell-based MOR-DOR heterodimer luminescence, inverse agonism; inhibition, % at 9.3 µM; hit rate 0.21% among 340,000; in the data active means inhibition above about 22%, passing the limit was not always enough;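 further: 0% = cells with DMSO and 100% = wells without cells with DMSO; values of inactives mirror those of a sister screen read the other way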
PKA-R2B act: activators of human PKA-R2B complex. AID 504700. hit rate 0.079% among 340,000. activation, % at 11.4 µM. P22694+P31323. PKA-R2B holoenzyme dissociation, Cy5-IP20 fluorescence polarization; R2B truncated from residue 108, S112A mutant; 0% DMSO only, 100% 113 µM cGMP;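 active means activation above a cutoff set at the mean over all compounds plus 3 SD, cut at about 18% in these data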;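 further: higher means more holoenzyme dissociation and a rise in polarization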
Target sequence (P31323 whole entry, looked up, other chains not shown, the tested form may be a part): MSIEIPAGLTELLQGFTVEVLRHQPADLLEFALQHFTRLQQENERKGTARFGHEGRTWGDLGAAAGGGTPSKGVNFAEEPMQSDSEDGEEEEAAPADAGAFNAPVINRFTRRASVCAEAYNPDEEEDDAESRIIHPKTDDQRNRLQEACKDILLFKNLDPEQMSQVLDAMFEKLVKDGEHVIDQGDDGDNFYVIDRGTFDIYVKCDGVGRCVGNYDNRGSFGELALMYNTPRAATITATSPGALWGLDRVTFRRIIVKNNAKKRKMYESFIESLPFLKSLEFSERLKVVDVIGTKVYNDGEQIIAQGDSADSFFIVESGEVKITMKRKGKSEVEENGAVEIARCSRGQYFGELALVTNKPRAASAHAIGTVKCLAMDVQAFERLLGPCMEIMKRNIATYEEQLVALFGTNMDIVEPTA
Mot1-301 SUMO: SUMOylation pathway inhibition by Mot1-301 growth rescue | S. cerevisiae Mot1-301 growth rescue, ATP luminescence, 38.5C; percent above DMSO median, 100 means doubled | growth rescue, % at 18.8 µM | hit rate 1% among 320,000;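 active means every valid replicate shows activation above 250% relative to neutral control wells; inactive means the rest, any valid replicate at or below 250%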;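 further: OY570 slx delta 5 strain wells were the positive control but not used for scaling; some compounds called inactive have numbers as strong as hits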
phage Ecoli inh: E. coli growth loss with phage present; growth absorbance; inhibition, % at 11.9 µM; hit rate 0.26% among 360,000; AID 651602; in the data active means inhibition above about 11%
Tat export inh: blocks Tat-dependent protein export in E. coli; E. coli MC4100 TorA-mCherry Tat export, fluorescence; inhibition, % at 10 µM; hit rate 0.036% among 340,000;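 active means mean replicate inhibition at least 50% and at least half of replicates individually reaching 50%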;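 further: exported cargo escapes ClpAP degradation while cytoplasmic cargo is degraded and loses fluorescence; 0% = median of neutral control wells and 100% = median of NaSCN control wells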
AddAB inh: less growth of phage-infected E. coli with AddAB; inhibition, % at 11.9 µM; E. coli expressing H. pylori AddAB, absorbance growth; hit rate 0.29% among 330,000; in the data active means inhibition above about 12%;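 further: 0% = vehicle wells of infected cells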
MOR-DOR ag: OPRM1-OPRD1 heterodimerization agonism. P35372+P41143. cells, luminescence. activation, % at 9.3 µM. hit rate 0.3% among 340,000. AID 504326; in the data active means activation above about 18%;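 further: 0% = vehicle-treated cells and 100% = reference agonist; values of inactives mirror those of a sister screen read the other way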
HTR5A inv ag: counter-screen for OPRM1-OPRD1 inverse agonists: human HTR5A inverse agonism; inhibition, % at 9.3 µM; AID 504634; HTR5A cell line, luminescence; P47898; hit rate 0.083% among 340,000; in the data active means inhibition mostly above about 23%, no sharp cut-off; inactive means mostly below about 18%;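 further: 0% = cells with DMSO and 100% = no-cell wells with DMSO; some compounds called inactive have numbers as strong as hits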
Target sequence (P47898 whole entry, looked up): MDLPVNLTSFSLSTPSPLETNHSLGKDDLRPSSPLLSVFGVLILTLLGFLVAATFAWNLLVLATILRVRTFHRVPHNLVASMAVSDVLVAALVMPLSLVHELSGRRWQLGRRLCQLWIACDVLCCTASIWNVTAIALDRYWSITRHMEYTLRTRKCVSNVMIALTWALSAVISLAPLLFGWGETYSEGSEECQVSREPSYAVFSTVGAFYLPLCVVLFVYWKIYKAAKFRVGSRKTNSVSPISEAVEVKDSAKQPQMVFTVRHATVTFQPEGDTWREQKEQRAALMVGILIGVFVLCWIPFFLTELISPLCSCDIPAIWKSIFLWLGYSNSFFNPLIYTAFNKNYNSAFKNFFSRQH
Active calls of the source: *; x = no result given.

SMILES	PfHsp90 yeast 2	PKA-R1A activ	Ecoli viability	OPRM1-OPRD1 inv	PKA-R2B act	Mot1-301 SUMO	phage Ecoli inh	Tat export inh	AddAB inh	MOR-DOR ag	HTR5A inv ag
CCCC/C(C)=N/NC(=O)NC1CCCCC1	-13	16	-0.6	-12	-5	12	2.0	-12	1.1	2.5	-11
CS(=O)(=O)N(CC(=O)Nc1ccccc1-c1ccccc1)c1cccc(F)c1	4	-1	0.5	-8	-7	1	3.1	-15	1.0	1.6	-19
Cc1cc(C)cc(NC(=O)CN2CCN(CCN=CC3=C(O)CC(c4ccc(Cl)cc4)CC3=O)CC2)c1 (stereo unspecified)	-27	7	0.2	-4	-5	1	2.5	-10	2.7	0.6	-9
O=C(NN=C1CCCCCC1)c1c[nH]c2ccccc12	12	8	-1.6	13	0	4	3.2	-4	0.0	-2.5	-3
NS(=O)(=O)c1cccc(NC(=S)NCc2ccc3c(c2)OCO3)c1	x	-2	0.4	13	-5	-23	4.1	-10	1.0	-2.6	-5
Cc1ccc(NC(=O)c2ccccc2N(C)S(C)(=O)=O)cc1C	20	-6	-1.5	14	-3	-1	1.9	-2	2.8	-2.5	-3
Cc1ccc2nc(N3CCN(S(=O)(=O)c4ccc5c(c4)OCCO5)CC3)c(C#N)cc2c1	x	0	-0.2	-4	4	-11	0.6	-6	2.4	0.7	-13
O=C(CN(Cc1ccccc1)C(=O)CNS(=O)(=O)c1ccc(Cl)cc1)NCC1CCCO1 (stereo unspecified)	12	-4	-2.4	-12	-7	10	1.8	2	3.5	1.4	-18
O=C(NCCOCc1ccc(Cl)cc1)c1ncn[nH]1	10	11	-0.9	20	-3	5	2.8	6	1.0	-3.8	14
Cc1ccsc1C(=O)N1CCCC(N2CCN(c3cccc(Cl)c3)CC2)C1 (stereo unspecified)	4	5	-1.2	-2	2	305	0.6	-4	-1.6	0.7	15
N#C/C(=C\c1ccc(O)cc1)c1nc2ccccc2o1	10	-13	0.5	11	4	6	1.5	-6	2.3	-2.3	11
Cc1cc(C)c(C(=O)N(CCN(C)C)CC2CCCN(Cc3ccccc3F)C2)o1 (stereo unspecified)	-4	-13	-1.5	13	-8	-3	1.9	17	2.5	-2.5	13
CN(CC(=O)Nc1cccc(C(F)(F)F)c1)C1=NS(=O)(=O)c2ccccc21	-7	-3	-0.9	12	10	0	0.2	-1	-1.2	-2.4	2
O=C1CC[C@@H]2CC3(C[C@@H]4CCN1[C@H]24)Nc1ccccc1NC3=NC1CCCCC1 (stereo partly specified)	-19	-2	x	14	-1	x	2.0	0	x	-2.5	4
Cc1nc2cc(C(F)(F)F)ccc2n1C1CCN(CC(=O)N2CCCC2)CC1	16	3	-2.0	6	-2	2	2.2	-1	-0.8	-1.2	13
N#C/C(=C\c1cccc(O)c1)C(=O)Nc1ccc2c(c1)OCCO2	-14	0	3.3	-9	-1	8	1.4	5	0.2	1.7	-7
O=C(Nc1cccc(C(=O)O)c1)/C(=C\c1ccc2c(c1)OCO2)NC(=O)c1ccccc1	-17	x	1.5	x	x	-12	3.0	-5	0.2	x	x
O=C(CN1C(=O)CSc2ccc(S(=O)(=O)N3CCOCC3)cc21)NCc1ccc(Cl)cc1	7	-7	0.5	11	2	4	1.6	2	3.5	-2.1	-4
COc1ccc(S(=O)(=O)N2CCc3ccccc3C2)cc1C(=O)O	2	-2	-4.3	15	-9	-13	0.4	-3	-0.5	-3.2	6
COc1ccc(OCCCC(=O)Nc2nc(C)c(C(C)=O)s2)cc1	x	-16	-0.4	-6	-8	-9	-0.6	0	-0.8	1.3	3
CCC(C)NC(=O)C1(O)c2cc(Br)ccc2NC(=O)N1c1cccc(OC)c1 (stereo unspecified)	8	-17	1.8	-2	-1	9	0.9	-11	3.4	0.4	18
O=C(NCCc1ccccn1)c1cccnc1Oc1ccc(Cl)cc1	-12	-6	-1.6	11	1	6	3.3	5	-1.4	-2.2	8
COc1cc(OC)cc(-c2ncc3ccccn23)c1	5	-10	0.0	15	-3	21	-3.3	-4	-0.4	-2.7	5
Cn1c(SCC(=O)NCC2CCCO2)nnc1-c1ccc(S(=O)(=O)N2CCCC2)cc1 (stereo unspecified)	-4	9	-0.9	0	3	-18	-0.1	-4	0.0	0.0	-18
Nc1ccc(Sc2ccc([N+](=O)[O-])cc2)cc1	14	-2	-1.3	-13	-2	64	3.5	1	-0.3	1.8	20

Another view of part of the listing above.
molecule: Cc1nc2cc(C(F)(F)F)ccc2n1C1CCN(CC(=O)N2CCCC2)CC1
  PfHsp90 yeast 2 = 16; PKA-R1A activ = 3; Ecoli viability = -2.0; OPRM1-OPRD1 inv = 6; PKA-R2B act = -2; Mot1-301 SUMO = 2; phage Ecoli inh = 2.2; Tat export inh = -1; AddAB inh = -0.8; MOR-DOR ag = -1.2; HTR5A inv ag = 13
molecule: CCC(C)NC(=O)C1(O)c2cc(Br)ccc2NC(=O)N1c1cccc(OC)c1 (stereo unspecified)
  PfHsp90 yeast 2 = 8; PKA-R1A activ = -17; Ecoli viability = 1.8; OPRM1-OPRD1 inv = -2; PKA-R2B act = -1; Mot1-301 SUMO = 9; phage Ecoli inh = 0.9; Tat export inh = -11; AddAB inh = 3.4; MOR-DOR ag = 0.4; HTR5A inv ag = 18
molecule: COc1ccc(OCCCC(=O)Nc2nc(C)c(C(C)=O)s2)cc1
  PfHsp90 yeast 2 = x; PKA-R1A activ = -16; Ecoli viability = -0.4; OPRM1-OPRD1 inv = -6; PKA-R2B act = -8; Mot1-301 SUMO = -9; phage Ecoli inh = -0.6; Tat export inh = 0; AddAB inh = -0.8; MOR-DOR ag = 1.3; HTR5A inv ag = 3
molecule: Cn1c(SCC(=O)NCC2CCCO2)nnc1-c1ccc(S(=O)(=O)N2CCCC2)cc1 (stereo unspecified)
  PfHsp90 yeast 2 = -4; PKA-R1A activ = 9; Ecoli viability = -0.9; OPRM1-OPRD1 inv = 0; PKA-R2B act = 3; Mot1-301 SUMO = -18; phage Ecoli inh = -0.1; Tat export inh = -4; AddAB inh = 0.0; MOR-DOR ag = 0.0; HTR5A inv ag = -18

Further results:
SMILES	PfHsp90 yeast 2	PKA-R1A activ	Ecoli viability	OPRM1-OPRD1 inv	PKA-R2B act	Mot1-301 SUMO	phage Ecoli inh	Tat export inh	AddAB inh	MOR-DOR ag	HTR5A inv ag
N/C(=N\OC(=O)c1ccccc1)c1ccn[nH]1	-5	-10	1.2	-2	3	-2	0.2	-2	0.3	0.3	-5
COC(=O)c1cccc(S(=O)(=O)N2CCC(C)CC2)c1	-4	-3	-1.6	11	-9	-21	3.6	4	1.2	-1.8	-12
O=C(CSCc1c(Cl)cccc1Cl)NCc1ccco1	2	3	-3.3	11	7	-10	1.7	-3	2.3	-1.9	-7
COc1ccc(NC(=O)C(NC(C)=O)C(=O)NCc2ccccc2Cl)cc1 (stereo unspecified)	x	-5	-0.5	7	1	-15	0.2	-8	0.6	-1.4	7
O=C1c2cc(F)ccc2OC2(CCNCC2)C12CC(c1ccccc1)=NO2 (stereo unspecified)	-1	-12	0.0	-2	7	-13	2.0	-1	3.9	0.4	-18
O=c1cc(O)c(-c2ccc(Cl)cc2)c(Cl)[nH]1	24	2	1.0	5	-1	26	-0.8	5	-2.6	-0.9	-25
Cc1ccc(Nc2cc(C)c3c(O)cccc3n2)cc1C	-9	2	1.6	-4	-8	53	1.2	7	3.9	0.8	-2
Cc1ccc(NC(=O)COc2ccccc2CNC(C)(C)CC(C)(C)C)cc1	x	0	2.2	-27	9	-3	7.7	3	3.0	4.7	-19
COc1cc(/C=C2\SC(=O)NC2=O)ccc1Oc1ccc([N+](=O)[O-])cc1[N+](=O)[O-]	-21	2	0.2	-6	5	-13	0.9	1	-0.2	1.3	5
CCOC(=O)C(CCCOc1cccc(OC)c1)C(=O)OCC	25	-4	-0.5	-23	-3	-1	-0.4	-3	-0.1	4.1	-15
O=C(Nc1ccn(Cc2c(F)c(F)cc(F)c2F)n1)c1ccc(COc2ccc(Cl)cc2Cl)o1	-3	-2	1.7	0	-4	12	2.0	-3	2.0	0.0	7
COCCCN=C1NN=C(c2cc(C)n(-c3ccccc3)c2C)CS1	12	-3	-1.3	9	-8	0	1.4	-2	-0.3	-1.2	-13
Cc1cccc(N(Cc2cc3ccccc3[nH]c2=O)S(C)(=O)=O)c1	27	-4	0.6	11	-2	507	3.8	-2	1.8	-2.2	-25
CCOC(=O)C1CCN(S(=O)(=O)Cc2ccccc2)CC1	x	-8	0.9	-9	9	-34	2.3	-1	2.3	1.4	-3
Cn1c(SCC(=O)NCc2ccc3c(c2)OCO3)nc2scc(-c3cccs3)c2c1=O	16	-2	-3.1	-9	-5	100	0.8	8	-1.0	1.7	5
CN(C)CCCNC(=O)C(=O)NCC1OCCN1S(=O)(=O)c1cccs1 (stereo unspecified)	8	1	3.2	14	-10	-6	-1.0	0	2.9	-4.2	9
CCCCCCc1ccc(N2C[C@H](CCCCC)[C@@H](CC(=O)NCc3ccc(OC)cc3)C2=O)cc1	11	2	0.7	7	6	-8	-0.6	1	1.6	-1.2	-20

In the list so far, three have a furan ring, fused or not.
SMILES	PfHsp90 yeast 2	PKA-R1A activ	Ecoli viability	OPRM1-OPRD1 inv	PKA-R2B act	Mot1-301 SUMO	phage Ecoli inh	Tat export inh	AddAB inh	MOR-DOR ag	HTR5A inv ag
Cc1cc(C)c(C(=O)N(CCN(C)C)CC2CCCN(Cc3ccccc3F)C2)o1 (stereo unspecified)	-4	-13	-1.5	13	-8	-3	1.9	17	2.5	-2.5	13
O=C(CSCc1c(Cl)cccc1Cl)NCc1ccco1	2	3	-3.3	11	7	-10	1.7	-3	2.3	-1.9	-7
O=C(Nc1ccn(Cc2c(F)c(F)cc(F)c2F)n1)c1ccc(COc2ccc(Cl)cc2Cl)o1	-3	-2	1.7	0	-4	12	2.0	-3	2.0	0.0	7

Source: PubChem BioAssay (several laboratories)
